# Screens as filed in PubChem BioAssay.
# GLP1R inv ag: GLP-1 receptor (human) inverse agonism. HEK293 GLP-1R CRE-luciferase, luminescence, 24 h; GLP-1R form is constitutively active. Potency, µM (doses to about 38.3 µM), for the others: at the top dose activity change, negative = inhibition, actives largely listed as inhibitors. hit rate 1.6% among 410,000. AID 624417; also: potency is read from the fitted curve at half-maximal effect; % is scaled to controls: 0 for no effect and ±100 for the full control effect; nearly all actives have a fitted effect of over 55% in size
# Target sequence (P43220 whole entry, looked up): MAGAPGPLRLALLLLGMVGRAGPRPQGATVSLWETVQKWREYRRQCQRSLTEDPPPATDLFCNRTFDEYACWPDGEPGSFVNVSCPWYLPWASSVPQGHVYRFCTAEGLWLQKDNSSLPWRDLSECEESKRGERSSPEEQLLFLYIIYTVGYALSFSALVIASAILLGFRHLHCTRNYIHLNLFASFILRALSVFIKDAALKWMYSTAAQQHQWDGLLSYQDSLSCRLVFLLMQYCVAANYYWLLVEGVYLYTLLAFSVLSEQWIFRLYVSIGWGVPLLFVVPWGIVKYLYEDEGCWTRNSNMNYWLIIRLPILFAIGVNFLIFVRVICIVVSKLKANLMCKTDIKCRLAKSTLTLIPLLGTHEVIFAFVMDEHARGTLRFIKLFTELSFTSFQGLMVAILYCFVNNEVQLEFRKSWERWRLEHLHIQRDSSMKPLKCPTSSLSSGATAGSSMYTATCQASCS
#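 Assay principle: reduced luminescence from a cAMP-responsive reporter in HEK293 cells co-expressing a constitutively active GLP-1R. Conditions: 24 hr compound incubation, 37 deg C, 5% CO2.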
# GLP1R ag: GLP-1 receptor (human) agonism; P43220; HEK293 GLP-1R CRE-luciferase, luminescence, 4-6 h; cells express a hypersensitive GLP-1R form; hit rate 0.007% among 380,000; Potency, µM (series often up to 45.6 µM), for inactives: at the top dose activation, hits mostly activators; AID 624172; also: potency is read from the fitted curve at half-maximal effect; % of control where 0% means no effect
# PTHR1 ag: agonists of human PTHR1 parathyroid hormone receptor; Potency, µM (series often up to 115 µM), for inactives: at the top dose activation, actives largely listed as activators; hit rate 0.075% among 410,000; Q03431; HEK293 GP2 PTHR1 cells, GloSensor cAMP luminescence, 1 h; also: potency is read from the fitted curve at half-maximal effect; nearly all actives have a fitted effect of over 55% in size; some results filed as inactive show a strong effect at the top dose; inactives centre near -15; many of its hits are not listed in these tables
#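 HEK-293-derived GP2 cells expressing PTHR1 and a GloSensor cAMP reporter, 3,000/well, plated overnight, given luciferin plus IBMX (each 0.5 mM as added) for 1 h at 37 °C, then compound for 1 h at 37 °C. Luminescence was read after 15 min at room temperature.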
# aSyn yeast inh: alpha-synuclein toxicity inhibition in yeast; Yeast expressing alpha-synuclein, growth rescue, BacTiter-Glo, 24 h; Potency, µM (titrated, usually from 46.1 µM), for inactives: at the highest dose growth rescue (activation), most hits filed as activators; hit rate 0.14% among 370,000; also: potency is read from the fitted curve at half-maximal effect; % of control where 0% means no effect; nearly all actives have a fitted effect of over 65% in size
#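 Rescue of yeast growth: cells expressing toxic alpha-synuclein, induced in galactose at OD600 0.02, incubated with compound 24 h at 30 C. ATP luminescence quantified growth; inhibitors of toxicity appear as activators.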
# D3 antag: antagonists of human D3 dopamine receptor. D3R cells, DiscoveRx beta-arrestin luminescence, antagonist mode; stronger effect = lower value. max response, negative = inhibition, %. P35462. hit rate 2.5% among 360,000. AID 652054; in the data active = max response below about -50%; inconclusive = no clear call, values can overlap the other calls; also: % is scaled to controls: 0 for no effect and ±100 for the full control effect; mostly tested at two doses, the higher about 12 µM
# Target sequence (P35462 whole entry, looked up): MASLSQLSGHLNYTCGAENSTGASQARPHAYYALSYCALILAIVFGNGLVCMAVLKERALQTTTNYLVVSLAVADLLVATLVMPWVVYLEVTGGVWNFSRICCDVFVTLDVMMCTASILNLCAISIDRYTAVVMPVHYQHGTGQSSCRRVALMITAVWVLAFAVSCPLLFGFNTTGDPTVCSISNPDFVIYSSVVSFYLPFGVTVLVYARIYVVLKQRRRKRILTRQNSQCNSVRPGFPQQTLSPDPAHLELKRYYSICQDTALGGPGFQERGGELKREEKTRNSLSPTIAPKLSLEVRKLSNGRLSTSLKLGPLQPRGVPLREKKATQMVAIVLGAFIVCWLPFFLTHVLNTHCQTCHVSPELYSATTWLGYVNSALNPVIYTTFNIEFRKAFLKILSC
#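 Cells expressing the human receptor were seeded at 1500 cells/well, incubated overnight at 37 degrees C in 5% CO2, then exposed to library compounds with dopamine controls for 90 minutes at 37 degrees C before luminescent detection.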
# DRD3 agonist: activates the human D3 dopamine receptor. max activation, %. P35462. D3R DiscoveRx beta-arrestin cells, luminescence, 90 min. hit rate 0.58% among 410,000; in the data active = max activation above about 30%; also: 0% is about no effect; mostly tested at two doses, the higher about 12 µM
#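 Agonist-mode cell screen: cells plated at 1500/well and incubated overnight at 37 °C, then exposed to library compounds for 90 min at 37 °C. Detection reagent was added for 30–60 min at room temperature, and luminescence was read.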
# TDP-43 yeast inh: inhibitors of TDP-43 toxicity in yeast. TDP-43 expressing yeast growth rescue, BacTiter-Glo, 24 h. Potency, µM (titrated, usually from 46.1 µM), without a hit: at the highest dose growth rescue (activation), hits mostly activators. hit rate 1.8% among 410,000; also: potency is read from the fitted curve at half-maximal effect; % of control where 0% means no effect; nearly all actives have a fitted effect of over 50% in size
#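 Yeast expressing TDP-43 (pregrown in raffinose, seeded at OD600=0.02 in galactose medium) exposed to compounds 24 hr at 30 deg C. Growth read by BacTiter-Glo luminescence; rescue of toxicity appears as increased signal.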
# HEK293 tox: cytotoxicity counter-screen for GLP-1 receptor inverse agonists; Potency, µM (series often up to 38.3 µM), for the others: top-dose activity change, negative = inhibition, usual class: inhibitors; HEK293 cAMP-luciferase reporter cells, luminescence, 24 h; hit rate 0.13% among 410,000;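 also: loss of luciferase light is scored as toxicity; potency is read from the fitted curve at half-maximal effect; % is scaled to controls: 0 for no effect and ±100 for the full control effect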
#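 1536-well qHTS counterscreen of the MLSMR; 200 cells/uL, 12 h pre-incubation, 23 nL cpd, 24 h at 37 deg C 5% CO2, luciferase detection reagent, 12 min RT, luminescence. Inhibition = undesired.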
# KB-V1 cytotox: KB-V1 MDR subline cytotoxicity; hit rate 3.4% among 400,000; Potency, µM (doses to about 46.1 µM), without a hit: at the top dose activity change, negative = cytotoxicity, most hits filed as cytotoxic; KB-V1 MDR cells viability, CellTiter-Glo, 72 h; AID 1347076; also: potency is read from the fitted curve at half-maximal effect; % is scaled to controls: 0 for no effect and ±100 for the full control effect; nearly all actives have a fitted effect of over 60% in size
#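 Potencies derive from concentration-effect curves fitted to normalized luminescence (CellTiter-Glo) of KB-V1 cells treated for 72 h at 37 degrees C in phenol-red-free DMEM containing 10% FBS.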
# Numbers without * were called inactive; i = inactive; ? = inconclusive; · = no result given; & = joins results of further samples; [ ] = another dose, or the depositor's remark. Unless noted, calls follow the shape of the dose curve; as a rule, active = well fitted curve in the direction sought with a large enough effect; inconclusive = small, poorly fitted or top-dose-only effect, or another doubt; inactive = no such curve, though single readings can be large; an effect the other way counts as inactive or inconclusive.
# Order of values: GLP1R inv ag	GLP1R ag	PTHR1 ag	aSyn yeast inh	D3 antag	DRD3 agonist	TDP-43 yeast inh	HEK293 tox	KB-V1 cytotox
> CCC1=C2CC[C@H]3C(=O)NC(=O)[C@H]3[C@H]2[C@@]2(Cc3ccccc3)C(=NCC(=O)OC)OC(=O)N2C1=O
  4%	-1%	-19%	-1%	0	4	7%	0%	0%
> Cc1nc(NCc2ccccn2)c2c3c(sc2n1)CCCC3
  ?	?	-4%	0%	15	10	22%	-6%	0%
> C#CCOCCOCCOCCNc1nc(N2CCN(C(=O)[C@H](CCC(=O)O)n3cc([C@@H](N)CC(N)=O)nn3)CC2)nc(N2CCN(C(=O)[C@H](CCC(=O)O)n3cc([C@@H](N)CC(N)=O)nn3)CC2)n1
  10%	-4%	i	-1%	?	8	3%	-4%	0%
> COc1cc(NC(=O)Cn2c(=O)n(-c3cccc(C)c3)c(=O)c3c(C)c(C)sc32)cc(OC)c1
  3%	1%	-4%	-3%	-20	4	-2%	7%	-19%
> O=C(OCC(=O)N1CCOCC1)c1ccccc1Br
  2%	3%	i	2%	-2	-6	-4%	-3%	3%
> CSc1ccccc1OCc1cc(C(=O)NCCc2nc(C)cc(C)n2)no1
  10%	12%	i	5%	0	3	29%	6%	7%
> C=CCC1(O)CC(c2ccco2)NC(c2ccco2)C1CCC (stereo unspecified)
  ?	0%	i	0%	3	0	14%	-19%	-3%
> Cc1ccc(-c2nc(CS(=O)CC(=O)NC3CCC(C)CC3)c(C)o2)cc1 (stereo unspecified)
  ?	3%	-34%[inhibitor]	26%	0	1	-16%	-2%	4%
> Cc1nnc(SC(C)C(=O)NC2CCCCC2C)n1N (stereo unspecified)
  22%	7%	-4%	-2%	11	3	-18%	4%	25%
> COc1ccc(-c2nc3c(n2O)CCc2c-3no[n+]2[O-])cc1
  -3%	-1%	-27%	2%	-8	-9	1%	-6%	26%
> O=[N+]([O-])c1cc(C(F)(F)F)cc([N+](=O)[O-])c1NCCNC(=S)Nc1cccc(F)c1
  ?	-4%	-33%[inhibitor]	1%	8	-2	-1%	-25%	-4%
> CCN1CCOC(=O)C1CC(=O)Nc1ccc(C(C)=O)cc1 (stereo unspecified)
  6%	2%	i	·	·	-6	?	5%	0%
> Cc1ccccc1OCC(=O)N/N=C/c1ccco1
  45%[activator]	1%	-15%	2%	3	1	?	0%	13%
> CC1CCCCC1NC(=O)C1CCN(C(=O)c2sccc2-n2cccc2)CC1 (stereo unspecified)
  -12%	-3%	i	-2%	10	-4	24%	1%	24%
> CCOc1ccc(S(=O)(=O)Nc2nc3ccccc3nc2Nc2ccc(OC)cc2)cc1
  8%	6%	-29%	0%	·	5	12%	-2%	7%
> Cn1cccc1CNC1CCCC1
  3%	1%	-3%	-9%	39	-7	2%	-15%	-1%
> Cc1cc2cc(CN(Cc3cccs3)C(=S)NCc3ccco3)c(=O)[nH]c2cc1C
  ?	-3%	-6%	-3%	1	-4	4%	-14%	-11%
> C[C@H](NC(=O)c1[nH]cnc1C(=O)Nc1ccccc1F)c1ccccc1
  ?	13%	-47%[inhibitor]	-6%	-9	-3	0%	8%	18µM*
> O=C(CCC(=O)NNC(=O)Cc1ccccc1)NCc1ccccc1
  12%	-1%	-17%	2%	13	2	-15%	-4%	11%
> O=C(O)CC1(CC(=O)O)Nc2ccccc2SC1=O
  6%	-3%	i	3%	2	2	-7%	-3%	22%
> COC(=O)c1cc(CSc2nnc(-c3ccccc3)c(-c3ccccc3)n2)oc1C
  ?	2%	-26%[57.5 µM]	0%	0	4	-6%	-13%	?
> O=c1c(NCc2ccccc2Cl)nccn1-c1ccccc1
  52%[activator]	·	30%	·	·	-8	12%	26%	-11%
> COc1ccc2c(n1)Sc1nc3ccccc3nc1N2
  61%	7%	-18%	?	-24	-5	?	60%[activator]	2%
> NNC(=O)C1CC1c1ccccc1 (stereo unspecified)
  9%	-7%	-30%[inhibitor]	-1%	4	4	19%	7%	-3%
> CC1CCCC(NC(=O)COC(=O)c2ccccc2Sc2ccccc2C#N)C1C (stereo unspecified)
  6%	3%	-7%	0%	?	-19	4%	6%	-23%
> Cc1cc(=O)oc(C)c1C(=O)N1CCN(Cc2ccc3c(c2)OCO3)CC1
  2%	20%	i	-1%	11	4	16%	-4%	-1%
> O=C(CSc1nnc(-c2cccs2)o1)NCC1CN(Cc2ccccc2)CCO1 (stereo unspecified)
  6%	0%	i	1%	-24	-3	15%	-11%	?
> CC(Sc1nncn1C)C(=O)Nc1ccc(Cl)cn1 (stereo unspecified)
  -9%	-1%	i	-2%	0	-13	-16%	13%	15%
> COc1ccc(C(=O)C2CCN(CC(=O)NCc3ccccc3)CC2)cc1
  -21%	8%	-16%	-3%	-52*	-28	2%	9%	?
> CCC(C)[C@H](N)C(=O)N[C@H]1CCC2C3CC=C4C[C@@H](O)CC[C@]4(C)C3CC[C@@]21C (stereo partly specified)
  ?	2%	-36%[inhibitor]	3%	85	7	-3%	?	-5%

# Limited to GLP1R inv ag and DRD3 agonist, for some of the entries so far:
Compound	GLP1R inv ag	DRD3 agonist
CSc1ccccc1OCc1cc(C(=O)NCCc2nc(C)cc(C)n2)no1	10%	3
C=CCC1(O)CC(c2ccco2)NC(c2ccco2)C1CCC (stereo unspecified)	?	0

# (more compounds)
# Order of values: GLP1R inv ag	GLP1R ag	PTHR1 ag	aSyn yeast inh	D3 antag	DRD3 agonist	TDP-43 yeast inh	HEK293 tox	KB-V1 cytotox
> COc1ccc(Cc2nc3ccc(C(=O)NCCCN4CCN(C)CC4)cc3o2)cc1
  29%	·	-10%	·	·	-19	?	1%	-10%
> Cc1[nH]c2ccccc2c1SCC(=O)NNC(=O)Nc1ccc(OC(F)(F)F)cc1
  ?	11%	-25%	1%	5	-6	3%	6%	-15%
> Cc1ccc(S(=O)(=O)N(C)CC(=O)Nc2ccc(C)cn2)cc1
  4%	1%	-6%	0%	11	5	2%	1%	?
> O=C(CN1CCCc2ccccc21)N/N=C/c1c(O)ccc2ccccc12
  ?	-17%	-37%[inhibitor]	?	8	1	-8%	-24%	?
> Cn1c(=O)[nH]c(=O)c2c1nc(NCCO)n2CC(O)COc1ccccc1 (stereo unspecified)
  5%	·	-3%	·	·	-8	1%	-8%	0%
> C[C@H]1CN(c2ccc(Br)cc2)C(=O)[C@@H]1CC(=O)Nc1ccccc1
  ?	-2%	-39%	5%	28	4	19%	-5%	-23%
> CC(=O)Nc1ccc(S(=O)(=O)Oc2cccc(/C=C3\SC(N)=NC3=O)c2)cc1
  -22%[7.66 µM]	0%	0%	2%	12	-3	22%[9.22 µM]	-17%[7.66 µM]	9%
> COc1ccc(Br)cc1C(=O)Nc1cccc(NC(=O)c2ccco2)c1
  ?	1%	-6%	0%	52	2	8.9µM*	?	9.2µM*
> Cc1cc[n+](CC(=O)c2ccc(NC(=O)c3ccccc3)cc2)cc1
  -8%	-2%	-15%	5%	3	5	2%	1%	0%
> CC1CCCCN1C(=O)C(=O)c1cn(CC(=O)N2CCCC2)c2ccccc12 (stereo unspecified)
  1%	-3%	0%	-1%	-4	-2	-14%	12%	-12%
> Cc1nc(NS(=O)(=O)c2ccccc2)sc1NC(=O)OC(C)C
  -14%	-7%	i	1%	-17	-12	-9%	-11%	-5%
> CC(O)c1nc2ccccc2n1Cc1ccc([N+](=O)[O-])cc1 (stereo unspecified)
  0%	10%	i	6%	0	3	5%	5%	-24%
> CN(Cc1ccc(F)cc1)C(=O)c1ccc(NS(=O)(=O)c2ccc3[nH]c(=O)[nH]c3c2)cc1
  0%	2%	24%	-1%	11	-8	0%	3%	?
> COc1cc(-c2nnc(Sc3ccc(C(F)(F)F)cc3[N+](=O)[O-])o2)cc(OC)c1OC
  -5%	0%	i	0%	3	9	-7%	8%	10%
> CS(=O)(=O)Cc1cc(Sc2ccccc2)nc(-c2ccncc2)n1
  12%	30%	i	?	3	4	-1%	-16%	8%
> CCn1c(COc2cccc(C)c2)nc2ccccc21
  ?	19%	-24%	5%	-6	8&3	0%[9.22 µM]	-2%&10%	?
> CC(=O)O[C@H]1[C@H](O)[C@H](Oc2c(O)c(C)c3c4c2[C@@H](C)CC[C@@H]4[C@@H](C)C[C@H]3C=C(C)C)O[C@@H](C)[C@H]1O
  ?	-14%	-10%	-56%[inhibitor]	39	2	-88%[inhibitor]	?	0%
> COc1ccc2c(=O)c3c(=O)n(Cc4ccco4)c(-c4ccco4)nc3oc2c1
  0%	3%	-9%[57.5 µM]	13%	-28	14	-49%[inhibitor]	?	-1%
> O=C(CSc1nnc(CNC(=O)c2ccc(F)cc2)o1)NCc1ccc(F)cc1
  0%	2%	-10%	-1%	-5	-11	-6%	4%	-10%
> O=C(NCCOc1ccccc1)c1cc([N+](=O)[O-])ccc1N1CCOCC1
  ?	-3%	-15%	2%	24	-13	-3%	?	?
> O=C(COC(=O)C1CCN(c2ccc(C(F)(F)F)cn2)CC1)NCCc1ccccc1
  4%	-1%	-19%	?	26	6	5%	2%	?
> Cc1ccccc1-c1noc(-c2cccnc2NCc2ccco2)n1
  46%[activator]	·	-13%	·	·	1	16%	4%	1%
> Cn1cc(CNC(=O)Nc2ccc3c(c2)OCO3)cn1
  14%	-7%	i	-1%	20	1	9%	-12%	6%
> Cc1cc(C)c2nc(NCCCNC(=S)NCCCN(C)C)c(C#N)cc2c1
  ?	5%	i	0%	?	-15	-1%	104%[activator]	15%
> COC(=O)/C=C(\C)NC(=O)c1ccccc1Cl
  10%	22%	i	5%	30	2	2%	19%	-7%
> C/C(=N\NC(=O)CSCc1ccccc1Cl)c1cccc(NC(=O)c2ccccc2)c1
  ?	0%	4%[57.5 µM]	-13%	32	6	0%	-8%	?

# Some of the compounds tested; rates above refer to the full screens.
